BioA inh – M. tuberculosis BioA enzyme inhibitors, primary screen, biochemical, plate reader, single point, HTS | 7,8-diaminopelargonic acid synthase BioA (Mycobacterium tuberculosis) | purified M. tuberculosis BioA enzyme | inhibition, % at 9.99 µM | 360,000 compounds, 0.096% hits | AID 602481, 2012; in the data active = inhibition above about 40%
Starred values were filed as active, the others as inactive. These rows are one share of the data; count on the stated rates, not on these rows.

SMILES | BioA inh
C[C@H]1CN([C@@H](C)CO)C(=O)c2cc(-c3ccccc3)cnc2O[C@@H]1CN(C)C(=O)Cc1ccccn1 | -1.4
C[C@@H]1CN([C@H](C)CO)C(=O)c2cc(NC(=O)Cn3cnnn3)ccc2O[C@@H]1CN(C)S(C)(=O)=O | -3.8
COc1ccc(NC(=O)N(C)C[C@@H]2Oc3c(NS(=O)(=O)c4c(C)noc4C)cccc3C(=O)N([C@@H](C)CO)C[C@@H]2C)cc1 | 0.6
CS(=O)(=O)Nc1ccc2c(c1)[C@@H]1C[C@H](CC(=O)N3CCc4ccccc4C3)O[C@H](CO)[C@@H]1O2 | 6.0
CN(C)CC(=O)N[C@H]1CC[C@@H](CC(=O)NCc2ccc(Cl)cc2)O[C@H]1CO | -2.4
Cc1noc(C)c1NC(=O)N[C@H]1CC[C@@H](CC(=O)NCc2ccc(Cl)c(Cl)c2)O[C@H]1CO | 1.1
Cc1noc(C)c1NC(=O)Nc1ccc2c(c1)C(=O)N([C@H](C)CO)C[C@@H](C)[C@@H](CN(C)Cc1ccncc1)OCCCC[C@@H](C)O2 | -0.4
COCC#Cc1cnc2c(c1)C(=O)N([C@@H](C)CO)C[C@H](C)[C@H](CN(C)S(=O)(=O)c1cn(C)cn1)O2 | -3.1
COc1ccc(S(=O)(=O)Nc2ccc3c(c2)CC(=O)N([C@@H](C)CO)C[C@@H](C)[C@@H](CN(C)Cc2ccc(Cl)c(Cl)c2)O3)cc1 | -2.0
COc1cccc(CN(C)C[C@H]2OCc3cnnn3CCCC(=O)N([C@H](C)CO)C[C@H]2C)c1 | -0.5
C[C@H]1CN([C@@H](C)CO)C(=O)Cc2cc(NS(=O)(=O)c3ccccc3)ccc2O[C@H]1CN(C)S(C)(=O)=O | -1.1
CN1C(=O)c2cc(NC(=O)c3cscn3)ccc2OC[C@H]2O[C@H](CC(=O)NCC3CC3)CC[C@H]21 | -0.2
CC(C)c1cn(CC[C@H]2CC[C@@H](NC(=O)Nc3cc(Cl)cc(Cl)c3)[C@H](CO)O2)nn1 | 0.8
CS(=O)(=O)Nc1ccc2c(c1)[C@@H]1C[C@@H](CC(=O)NC3CCCCC3)O[C@H](CO)[C@@H]1O2 | -2.6
CN1C(=O)c2cc(NC(=O)Cc3cccs3)ccc2OC[C@@H]2O[C@@H](CC(=O)O)CC[C@@H]21 | -2.8
C[C@@H]1CN([C@H](C)CO)S(=O)(=O)c2ccc(C#C[C@@H](C)O)cc2O[C@H]1CN(C)C(=O)CN(C)C | -4.8
CCC(=O)N(C)C[C@@H]1Oc2cc(-c3ccccc3)ccc2S(=O)(=O)N([C@@H](C)CO)C[C@@H]1C | 4.2
Cc1noc(C)c1S(=O)(=O)Nc1ccc2c(c1)C(=O)N([C@@H](C)CO)C[C@@H](C)[C@H](CN(C)C(=O)Nc1cccc3ccccc13)OCCCC[C@@H](C)O2 | -1.2
CNC(=O)C[C@@H]1CC[C@H]2[C@@H](COc3ccc(NC(=O)Nc4ccc(Cl)cc4)cc3C(=O)N2C)O1 | 0.8
CO[C@@H]1CN(C)C(=O)c2cc(NS(C)(=O)=O)ccc2OC[C@H](C)N(C)C[C@H]1C | -5.5
Cc1ccc(S(=O)(=O)N[C@H]2CC[C@@H](CCNC(=O)C3CCOCC3)O[C@@H]2CO)cc1 | -6.0
Cc1cccc(-c2ccc([C@@H]3[C@@H](CO)N4CCCCN(C(=O)c5cccnc5)C[C@H]34)cc2)c1 | 1.4
C/C=C/c1ccc([C@H]2[C@@H](CNC(=O)CC3CC3)N(C(C)=O)[C@H]2CO)cc1 | -2.5
CO[C@H]1CN(C)C(=O)c2cc(NC(=O)Nc3cc(F)ccc3F)ccc2OC[C@H](C)N(C(=O)c2cnccn2)C[C@H]1C | 0.7
C[C@H](CO)N1C[C@H](C)[C@@H](CN(C)Cc2ccccn2)Oc2cc(C#CC3CC3)ccc2S1(=O)=O | 0.4

Next part, starting with the last 3 of the part before.
SMILES | BioA inh
C/C=C/c1ccc([C@H]2[C@@H](CNC(=O)CC3CC3)N(C(C)=O)[C@H]2CO)cc1 | -2.5
CO[C@H]1CN(C)C(=O)c2cc(NC(=O)Nc3cc(F)ccc3F)ccc2OC[C@H](C)N(C(=O)c2cnccn2)C[C@H]1C | 0.7
C[C@H](CO)N1C[C@H](C)[C@@H](CN(C)Cc2ccccn2)Oc2cc(C#CC3CC3)ccc2S1(=O)=O | 0.4
O=C(C[C@@H]1CC[C@@H]2[C@H](COC[C@@H](O)CN2C(=O)Nc2cccc(Cl)c2)O1)NCC1CCCCC1 | 3.2
C[C@@H]1CN([C@@H](C)CO)C(=O)c2cc(Br)cnc2O[C@@H]1CN(C)CC1CCCC1 | 1.7
CC=Cc1ccc2n(c1=O)C[C@@H]1[C@@H](CO)[C@H](C(=O)NC3CCCC3)[C@H]2N1Cc1ccncc1 (mixture of isomers) | -0.4
COCC(=O)Nc1ccc2c(c1)C(=O)N(C)C[C@@H](OC)[C@@H](C)CN(Cc1ccncc1)[C@H](C)CO2 | -1.7
C[C@H]1CN([C@@H](C)CO)C(=O)c2cccc(NC(=O)C3CCCCC3)c2O[C@@H]1CN(C)C(=O)Nc1cccc2ccccc12 | 3.1
CO[C@H]1CN(C)C(=O)c2ccc(NC(=O)C3CC3)cc2OC[C@H](C)N(C(=O)c2cnccn2)C[C@H]1C | 0.1
O=C(C[C@H]1C[C@@H]2c3cc(NS(=O)(=O)c4ccccc4)ccc3O[C@@H]2[C@@H](CO)O1)NC1CCCCC1 | 0.1
CCCC(=O)Nc1ccc2c(c1)OC[C@H](C)N(C(=O)c1cccnc1)C[C@H](C)[C@@H](OC)CN(C)C2=O | -1.1
Cc1noc(C)c1NC(=O)Nc1ccc2c(c1)C(=O)N([C@@H](C)CO)C[C@@H](C)[C@@H](CN(C)C(=O)Cc1ccccc1)OCCCC[C@@H](C)O2 | 4.2
C[C@@H]1CN([C@@H](C)CO)S(=O)(=O)c2ccc(C#C[C@@H](C)O)cc2O[C@H]1CN(C)C(=O)CC1CC1 | -1.7
C[C@H](CO)N1C[C@H](C)[C@@H](CN(C)C)Oc2ncc(C#CC3CCCCC3)cc2C1=O | 2.2
C[C@@H]1CN([C@@H](C)CO)C(=O)c2cc(-c3ccc(C(=O)N(C)C)cc3)cnc2O[C@@H]1CN(C)C(=O)C1CC1 | -1.3
C[C@@H]1CN([C@@H](C)CO)C(=O)Cc2cc(NC(=O)CCN3CCOCC3)ccc2O[C@@H]1CN(C)CC1CC1 | -1.3
COCC(=O)N(C)C[C@H]1Oc2cc(-c3ccccc3F)ccc2S(=O)(=O)N([C@H](C)CO)C[C@@H]1C | 2.8
COc1ccc(NC(=O)N(C)C[C@@H]2Oc3c(NC(=O)c4cc(C)nn4C)cccc3C(=O)N([C@H](C)CO)C[C@H]2C)cc1 | -2.0
COc1cccc(NC(=O)N(C)C[C@@H]2Oc3cc(-c4ccccc4OC)ccc3S(=O)(=O)N([C@@H](C)CO)C[C@H]2C)c1 | -5.1
Cc1noc(C)c1S(=O)(=O)Nc1ccc2c(c1)C(=O)N([C@H](C)CO)C[C@H](C)[C@@H](CN(C)C(=O)CCCN(C)C)OCCCC[C@H](C)O2 | -0.7
C[C@@H]1CN([C@@H](C)CO)C(=O)Cc2cc(NS(C)(=O)=O)ccc2O[C@H]1CN(C)C | -5.0
C[C@H](NC(=O)C[C@H]1C[C@H]2c3cc(NC(=O)NC4CCCCC4)ccc3O[C@H]2[C@H](CO)O1)c1ccccc1 | -1.6
COC(=O)C[C@@H]1CC[C@H]2[C@@H](COc3ccc(NS(C)(=O)=O)cc3C(=O)N2C)O1 | 2.8
CO[C@H]1CN(C)C(=O)c2cc(NC(=O)C3CCCC3)ccc2OC[C@H](C)N(S(C)(=O)=O)C[C@H]1C | -0.9
C[C@@H]1CCCCO[C@H](CN(C)Cc2ccccc2)[C@@H](C)CN([C@H](C)CO)C(=O)c2cc(NC(=O)c3ccncc3)ccc2O1 | 0.0
C[C@@H]1CN([C@H](C)CO)C(=O)c2cccc(NC(=O)NC3CCCCC3)c2O[C@H]1CN(C)S(=O)(=O)c1ccc(F)cc1 | -1.0
CNC[C@H]1Oc2c(N)cccc2C(=O)N([C@H](C)CO)C[C@@H]1C | -0.7
C[C@@H]1CN([C@@H](C)CO)C(=O)c2cc(NC(=O)Nc3ccc(C(F)(F)F)cc3)ccc2O[C@H]1CN(C)C(=O)Nc1ccc(F)cc1 | -3.4
C[C@H](CO)N1C[C@H](C)[C@H](CN(C)C(=O)Nc2ccc3c(c2)OCO3)Oc2ccc(NS(C)(=O)=O)cc2CC1=O | -1.7
O=C(NC[C@@H]1[C@@H](c2ccccc2)[C@H](CO)N1C(=O)C1CCC1)NC1CCCC1 | 1.8
CN(C)C(=O)C[C@@H]1CC[C@@H]2[C@H](COC[C@H](O)CN2Cc2nccs2)O1 | -1.3
CC(C)NC(=O)N1C[C@H]2[C@@H](c3ccccc31)[C@@H](CO)N2C(=O)c1ccc(F)cc1 | -3.9
COc1ccc(S(=O)(=O)N[C@H]2C=C[C@@H](CC(=O)NCCc3ccncc3)O[C@@H]2CO)cc1 | -2.3
CN1C[C@@H]2[C@H](c3ccccc31)[C@H](CO)N2C(=O)c1ccccn1 | -0.3
C[C@@H](O)C#Cc1cnc2c(c1)C(=O)N([C@@H](C)CO)C[C@H](C)[C@H](CN(C)C(=O)CN1CCOCC1)O2 | -1.1
O=C(C[C@@H]1CC[C@H]2[C@@H](COC[C@@H](O)CN2C(=O)Nc2ccc(Cl)cc2)O1)NCCc1ccncc1 | -1.7
C[C@H]1CN([C@@H](C)CO)S(=O)(=O)c2ccc(C#Cc3ccccn3)cc2O[C@H]1CN(C)CC1CC1 | 0.2
Cc1ccc(NC(=O)Nc2ccc3c(c2)C(=O)N(C)[C@@H]2CC[C@H](CC(=O)O)O[C@H]2CO3)cc1 | -2.3
Cc1ccc(S(=O)(=O)Nc2ccc3c(c2)CC(=O)N([C@H](C)CO)C[C@H](C)[C@@H](CN(C)S(=O)(=O)c2cccs2)O3)cc1 | 1.1
C[C@H]1CCCCO[C@H](CN(C)Cc2ccccc2)[C@@H](C)CN([C@@H](C)CO)C(=O)c2cc(NC(=O)NC3CCCCC3)ccc2O1 | 2.9
CCc1csc(N2[C@H](C#N)[C@H](c3ccc(-c4cccc(F)c4)cc3)[C@H]2CO)n1 | -2.1
O=C(NCC[C@H]1CC[C@H](NS(=O)(=O)Cc2ccccc2)[C@H](CO)O1)C1CCCCC1 | -1.1
O=C(NC1CCCC1)[C@H]1[C@H](CO)[C@H]2Cn3c(ccc(-c4ccccc4F)c3=O)[C@@H]1N2C(=O)CC1CC1 | 1.1
O=C(C1CCC1)N1CCCCN2[C@H](C1)[C@@H](c1ccc(C#CC3CCCC3)cc1)[C@@H]2CO | 4.9
C[C@@H]1CN([C@H](C)CO)C(=O)c2cc(-c3ccccc3)cnc2O[C@@H]1CN(C)Cc1cccnc1 | -0.1
Cc1noc(C)c1NC(=O)Nc1ccc2c(c1)C(=O)N([C@@H](C)CO)C[C@H](C)[C@H](CN(C)S(=O)(=O)c1cccs1)OCCCC[C@@H](C)O2 | -0.6
COCC#Cc1ccc([C@@H]2[C@H]3CN(Cc4ccccc4F)CCCCN3[C@H]2CO)cc1 | 1.1
C[C@H](CO)N1C[C@H](C)[C@@H](CN(C)Cc2ccncc2)OCc2ccccc2-c2c(n(C)c3ccccc23)C1=O | 2.1
CCC(=O)Nc1ccc2c(c1)OC[C@@H](C)N(C(=O)CC1CC1)C[C@@H](C)[C@H](OC)CN(C)C2=O | -2.1
CC(C)C#Cc1ccc([C@@H]2[C@@H](CO)N3CCCCN(CC4CC4)C[C@H]23)cc1 | 0.7
C[C@H](CO)N1C[C@H](C)[C@@H](CN(C)C(=O)Nc2ccccc2)Oc2ccc(NC(=O)NC3CCCCC3)cc2CC1=O | 0.1
C[C@@H]1CCCCO[C@H](CN(C)S(=O)(=O)c2ccc(Cl)cc2)[C@@H](C)CN([C@@H](C)CO)C(=O)c2cc(NC(=O)CCC(F)(F)F)ccc2O1 | -0.8
C[C@H]1CN([C@@H](C)CO)C(=O)c2cc(NS(=O)(=O)c3ccc(Cl)cc3)ccc2O[C@@H]1CN(C)C(=O)Nc1ccc(F)cc1 | -0.5

Arranged by length of the SMILES (ascending): some entries from above.
SMILES | BioA inh
C[C@@H]1CN([C@H](C)CO)C(=O)c2cc(-c3ccccc3)cnc2O[C@@H]1CN(C)Cc1cccnc1 | -0.1
C[C@H]1CN([C@@H](C)CO)C(=O)c2cc(NS(=O)(=O)c3ccc(Cl)cc3)ccc2O[C@@H]1CN(C)C(=O)Nc1ccc(F)cc1 | -0.5
Cc1ccc(S(=O)(=O)Nc2ccc3c(c2)CC(=O)N([C@H](C)CO)C[C@H](C)[C@@H](CN(C)S(=O)(=O)c2cccs2)O3)cc1 | 1.1

(next part)
SMILES | BioA inh
CCC(=O)N(C)C[C@H]1Oc2ncc(-c3ccc(C)cc3)cc2C(=O)N([C@H](C)CO)C[C@H]1C | -2.8
O=C(C[C@H]1C[C@H]2c3cc(NC(=O)NC4CCCC4)ccc3O[C@H]2[C@H](CO)O1)NCc1ccccc1 | -0.3
COc1ccccc1-c1ccc2c(c1)O[C@H](CN(C)C)[C@H](C)CN([C@@H](C)CO)S2(=O)=O | -0.7
CCS(=O)(=O)Nc1ccc2c(c1)C(=O)N(C)[C@H]1CC[C@H](CC(=O)Nc3ccc(Cl)cc3)O[C@@H]1CO2 | -1.4
COc1ccc(S(=O)(=O)Nc2cccc3c2O[C@H](CN(C)S(=O)(=O)c2ccc(Cl)cc2)[C@@H](C)CN([C@@H](C)CO)C3=O)cc1 | -3.4
CCCNC(=O)N1[C@@H]2Cn3c(cccc3=O)[C@H]1[C@@H](C(=O)NCC(F)(F)F)[C@@H]2CO | -1.0
